PrPC surface inh – inhibitors of human cell surface prion protein PrPC, primary screen, cell-based, TR-FRET. Major prion protein (Homo sapiens), P04156. TR-FRET read-out. inhibition, % at 13.8 µM. 370,000 tested, 0.43% active; in the data active = inhibition above about 24%; also: 0% = median of the test wells and 100% = reference compound wells
Mtb FBA inh – Mtb FBA enzyme inhibitors, primary screen, biochemical, fluorescence, strain H37Rv. Fructose-bisphosphate aldolase (Mycobacterium tuberculosis (strain ATCC 25618 / H37Rv)), …. purified M. tuberculosis FBA, fluorescence read-out. inhibition, % at 1 µM. 360,000 tested, 2.3% active. AID 588726, 2011; in the data active = inhibition above about 27%;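 also: 0% = vehicle and 100% = reference inhibitor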
Target sequence (P9WQA3 whole entry, looked up): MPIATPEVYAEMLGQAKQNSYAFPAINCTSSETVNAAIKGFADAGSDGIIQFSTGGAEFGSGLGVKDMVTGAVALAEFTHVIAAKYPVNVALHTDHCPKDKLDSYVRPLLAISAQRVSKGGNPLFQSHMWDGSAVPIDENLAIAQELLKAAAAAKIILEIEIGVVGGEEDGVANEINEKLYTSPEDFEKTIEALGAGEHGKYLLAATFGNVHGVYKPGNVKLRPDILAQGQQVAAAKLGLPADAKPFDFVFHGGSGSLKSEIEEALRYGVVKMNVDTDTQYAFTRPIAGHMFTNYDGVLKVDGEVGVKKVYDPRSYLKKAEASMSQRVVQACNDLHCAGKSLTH
FadD28 binding – inhibitors of FadD28 bisubstrate probe binding, primary screen, biochemical, fluorescence polarization, single point. inhibition, % at 12.5 µM. 360,000 tested, 0.22% active. AID 588549, 2011; in the data active = inhibition above about 8.5%, passing the limit was not always enough; inconclusive = no clear call, values can overlap the other calls
UGM FP inh – M. tuberculosis UGM enzyme inhibitors, primary screen, biochemical, fluorescence polarization, single point. UDP-galactopyranose mutase (Mycobacterium tuberculosis (strain ATCC 25618 / H37Rv)), …. purified UGM, fluorescence polarization probe displacement. inhibition, % at 10 µM. 320,000 tested, 0.06% active. AID 504406, 2011; in the data active = inhibition above about 10%, passing the limit was not always enough; inconclusive = no clear call, values can overlap the other calls
Target sequence (P9WIQ1 whole entry, looked up): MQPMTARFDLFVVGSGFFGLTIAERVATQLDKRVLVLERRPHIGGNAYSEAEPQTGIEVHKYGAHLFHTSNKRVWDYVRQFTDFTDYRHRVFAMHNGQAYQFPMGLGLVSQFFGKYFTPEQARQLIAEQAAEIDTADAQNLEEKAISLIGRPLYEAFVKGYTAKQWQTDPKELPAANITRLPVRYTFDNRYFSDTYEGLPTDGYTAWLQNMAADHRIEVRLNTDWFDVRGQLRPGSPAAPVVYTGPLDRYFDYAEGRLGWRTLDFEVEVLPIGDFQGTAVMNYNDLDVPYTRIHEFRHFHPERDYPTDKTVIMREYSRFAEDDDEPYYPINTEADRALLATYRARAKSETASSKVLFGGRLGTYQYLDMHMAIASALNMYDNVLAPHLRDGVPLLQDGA
Mtb BioA inh – M. tuberculosis BioA enzyme inhibitors, primary screen, biochemical, plate reader, single point, HTS | 7,8-diaminopelargonic acid synthase BioA (Mycobacterium tuberculosis) | purified M. tuberculosis BioA enzyme | inhibition, % at 9.99 µM | 360,000 tested, 0.096% active; in the data active = inhibition above about 40%; inconclusive = no clear call, values can overlap the other calls
BoNT F protease – BoNT/F light chain protease inhibitors, primary screen, biochemical, flow cytometry, MLPCN library; Botulinum neurotoxin type F light chain protease (Clostridium botulinum); Multiplex microsphere protease cleavage assay; inhibition, % at 10 µM; 360,000 tested, 0.22% active; AID 588497, 2011; in the data active = inhibition above about 35%, passing the limit was not always enough; inconclusive = no clear call, values can overlap the other calls; also: plate controls were buffer without enzyme for full effect and enzyme alone for no effect
BoNT A protease – BoNT/A light chain protease inhibitors, primary screen, biochemical, flow cytometry, MLPCN library; multiplex microsphere protease substrate cleavage; inhibition, % at 10 µM; 360,000 tested, 0.17% active; in the data active = inhibition above about 30%; inconclusive = no clear call, values can overlap the other calls; also: plate controls were buffer without enzyme for full effect and enzyme alone for no effect
GDH-TPI inh – GDH-TPI coupling enzyme inhibitors, primary screen, artefact control for M. tuberculosis FBA inhibitor project, biochemical, absorbance, full deck. 360,000 tested, 1.2% active. GDH-TPI coupled enzyme counterscreen, NADH absorbance. inhibition, % at 4.8 µM;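 also: 0% = DMSO wells and 100% = wells lacking the enzyme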
CCHFV vOTU inh – CCHFV vOTU protease inhibitors, primary screen, biochemical, Pep-AMC substrate, fluorescence | Crimean-Congo hemorrhagic fever virus L polyprotein viral ovarian tumor (vOTU) protease … | inhibition, % at 11.5 µM | 370,000 tested, 0.55% active | AID 651958, 2012; also: 0% = vehicle wells with enzyme and 100% = no enzyme wells
* marks the source's active call; other numbers are inactive results; ? = inconclusive; nt = not tested or not shown; + = active, no number; & = joins results of further samples. Rule as the data show it, unless noted: active = inhibition above about 30%; inactive = the rest.

SMILES	PrPC surface inh	Mtb FBA inh	FadD28 binding	UGM FP inh	Mtb BioA inh	BoNT F protease	BoNT A protease	GDH-TPI inh	CCHFV vOTU inh
COc1cc(NC(=O)c2ccco2)c(OC)cc1NC(=O)CCC(=O)Nc1cc(C)cc(C)c1	-6	0	-5.1	0.5	nt	-5	-3.0	6	3
Cc1cc2n(n1)SC(Nc1cccc3ccccc13)N2 (configuration not stated)	15	6	-10	0.5	-0.8	9	6.7	-10	-2
COc1ccc(C(=O)CC(c2ccc(OC)c(OC)c2)c2c(O)c3ccccc3oc2=O)cc1OC (configuration not stated)	-1	-2	-1.4	nt	1.7	-1	0.0	12	-2
Cc1ccc2c(c1)N(CC(=O)NCCCN1CCOCC1)C(=O)C(C(C)C)O2 (configuration not stated)	6	0	-3.8	nt	nt	-3	-1.2	-10	8
CC1(C(=O)N2CCC(CO)(Cc3cccc(C(F)(F)F)c3)CC2)CC1	-2	3	-0.3	4.2	-0.4	9	1.4	-1	-10
CCn1cc([N+](=O)[O-])c(C(=O)N2CCCCCC2)n1	2	3	-1.6	-0.9	-1.4	4	-3.3	6	-6
O=C(CSc1nc2ccccc2c(=O)[nH]1)NCc1ccc(Cl)cc1	8	-6	-4.3	-2.5	0.4	0	-0.2	-8	-7
CCC(=O)Nc1cc(C(=O)OCC(=O)c2ccccc2)ccc1C	5	0	-1.5	-2.2	nt	-2	-0.4	6	-14
COC(=O)/C=C/c1ccc(OC(=O)c2ccncc2)cc1	4	6	-1.9	-0.3	nt	4	0.3	0	-15
COc1ccc2cc3[n+](cc2c1OC)CCc1cc2c(cc1-3)OCO2	-44&-43	-2&-1	-2.0&-1.2	-0.9&1.7	7.5&6.9	-1&2	1.4&1.1	35*	16&24
COc1ccc(CC(=O)Nc2sc(Cc3ccccc3)c(C)c2C(N)=O)cc1	3	3	-1.3	3.9	-1.3	1	0.4	14	-3
O=C(Nn1c(=S)[nH]c2ccccc2c1=O)c1ccncc1	-7	-1	2.5	-0.2	0.1	-7	0.1	9	4
O=C(c1ccc(S(=O)(=O)Nc2ccccc2Cl)cc1)N1CCCC1	5	1	-1.2	-0.8	-0.6	0	-0.1	6	-2
CN(c1ccccc1)S(=O)(=O)c1ccc(C(=O)NCc2cccs2)cc1	1	4	-1.5	0.3	1.6	-2	-0.7	0	-2
CCCCCc1c(Cc2ccccc2)ncn1CCc1ccccc1OC	16	nt	nt	nt	nt	-7	-1.0	nt	16
CC(C)N(C(=O)C(=O)c1cccn1-c1ccccc1C#N)C(C)C	2	1	0.0	3.1	-1.0	7	0.2	1	-3
O=C(O)C1C2CC2CN1C(=O)c1ccc(Cl)cc1 (configuration not stated)	-1	6	-0.6	1.6	nt	-1	-0.2	8	-6
O=C(NC1CCCCCC1)C(=S)NC1CCCCC1	2	1	-4.7	1.8	nt	4	-0.1	9	-17
Cn1c(NC(=O)c2ccc(Br)o2)cc(=O)n(C)c1=O	1	3	-1.4	1.0	-0.8	20	1.4	21	8
CCCCc1ccc(NC(=S)NCc2cccs2)cc1	5	0	4.5	3.1	nt	-8	-0.2	-3	14
COc1ccc(N2C(=O)CC(NCCNc3ccc([N+](=O)[O-])cn3)C2=O)cc1 (configuration not stated)	-12	-2	-1.2	0.3	-2.6	-2	1.0	29	-5
COc1ccccc1CNS(=O)(=O)c1ccc(-n2cnnn2)c(OC)c1	4	-3	-0.7	-0.5	0.1	-13	-1.2	-5	-1
CCN(CC)CCC(c1ccc(N(C)C)cc1)c1c(O)cc(OC)cc1OC (configuration not stated)	5	-1	-1.9	-3.7	-1.2	-8	-1.1	-2	-5
CCN(CC)CCNC(=O)c1ccc(NC(=O)Nc2cccc3ccccc23)cc1	-7	2	-2.6	-2.7	-1.7	-2	-2.4	0	9
O=C(O)CCCCCN1C(=O)c2ccc(C(=O)O)cc2C1=O	9	-1	-4.1	0.1	-0.5	6	0.9	-8	16
C/C=C/C(=O)OCC(=O)Nc1cccc(F)c1	-2	3	-2.4	-1.2	nt	-1	-0.2	-6	-8
CC(=O)C1C(c2ccccc2)c2c(noc2C)CC1(C)O (configuration not stated)	1	0	-0.3	3.2	-1.5	nt	nt	0	-10
CN(c1ccccc1)S(=O)(=O)c1ccc(Cl)c(C(=O)Nc2ccc(-c3nc4ccccc4[nH]3)cc2)c1	-13	-2	-6.4	0.5	nt	-4	-0.7	15	-11
COc1cccc(C2CC(c3ccc(Cl)cc3Cl)n3nc(N)nc3N2)c1 (configuration not stated)	-3	0	-2.7	-6.1	5.0	-1	-0.6	-1	6
COc1ccc(CCN(C)C/C=C/c2ccccc2[N+](=O)[O-])cc1OC	-12	-1	-2.9	1.6	1.7	-35	-1.7	-11	24
COc1cc2[nH]c(=O)n(CCC(=O)NCCCN3CCN(c4ccccc4F)CC3)c(=O)c2cc1OC	-1	3	-4.2	-0.2	-0.2	-2	-0.5	5	0
O=C(Nc1cccc(F)c1)Nc1ccc2c(c1)OCO2	14	2	0.4	2.3	2.2	-1	1.1	3	-4
Cc1ccc(NC(=O)O/N=C2\CCCCC2c2ccc([N+](=O)[O-])cc2[N+](=O)[O-])cc1 (configuration not stated)	-19	8	-2.8	0.8	nt	-8	-0.5	-12	3
Cc1ccc(NC(=O)Cn2c(O)c(N=NC(=O)c3ccncc3)c3ccccc32)cc1	nt	-9	-4.4	-1.5	nt	-4	-0.9	-1	nt
Cc1noc(C)c1C(=O)Nc1ccc(F)c(F)c1	1	-1	-1.2	?	0.5	-5	-0.4	3	11
Cc1oc(/N=C/c2ccc(F)cc2)c(C#N)c1C	-1	1	-1.5	0.5	0.5	25	0.8	-1	11
CCOC(=O)C(C)n1nc(/C=C/c2ccccc2)ccc1=O (configuration not stated)	-1	21	-1.6	-1.5	1.9	12	0.3	7	-1
O=c1cc(CSc2nnnn2-c2ccccc2)nc2sccn12	1	7	-0.6	-2.1	nt	7	-0.2	14	3
Cc1ccc(CN2CCNC(=O)C2CC(=O)N(C)CCc2cnn(C)c2)cc1 (configuration not stated)	0	-3	-4.1	-3.2	-1.0	-13	0.6	-6	-8
O=C(NC(=S)NC1CCCC1)c1ccccc1Br	-5	1	-1.2	1.0	1.0	1	-1.1	0	4
Cc1cc(C(=O)N2CCN(c3ccc([N+](=O)[O-])cc3)CC2)no1	-19	-7	-2.1	0.4	nt	1	-0.1	14	7
COC(=O)c1ccc(NC(=O)Nc2ccc3c(c2)OCO3)cc1	20	-2	-0.9	3.8	-0.4	-1	0.4	-4	-10
O=C(Nc1cccc(C(=O)N2CCCC2)c1)C1CCCCC1	0	-5	-4.7	nt	0.0	5	0.4	3	-5
N#Cc1c(-c2ccccc2)nc(SCC(=O)N(c2ccccc2)c2ccccc2)[nH]c1=O	5	0	-4.7	0.9	13	0	-0.8	3	14
CC1(C)OC(=O)C=C(CC2NS(=O)(=O)OC3CCCCC23)O1 (configuration not stated)	3	0	0.8	-0.9	0.3	-3	0.1	11	8
COc1cccc(/C=N/NC(=O)C(=O)NCc2cccnc2)c1	-4	0	-2.2	2.3	0.1	-2	0.5	5	-11
Cc1cc(C)cc(C(=O)OCC(=O)NC(=O)NC2CCCC2)c1	-5	1	-0.6	0.5	-6.1	7	-0.3	6	8
CC(C)c1ccc(C2NC(=O)CCC2[N+](=O)[O-])cc1 (configuration not stated)	10	2	-0.7	0.6	nt	0	-1.0	5	2
O=C(Cn1cnc2c(NCc3ccccc3)ncnc21)NCc1ccccc1	1	-1	0.5	nt	-2.8	-4	0.2	3	5
CCOC(=O)CSc1nc2c(c(=O)[nH]c(=O)n2C)n1CCc1ccccc1	0	2	-5.1	0.5	-1.8	1	0.5	-5	2
Cc1ccc(NC(=O)c2cc(S(=O)(=O)N3CCOCC3)c(Br)s2)cc1	-4	0	-3.8	1.2	nt	-6	-0.9	5	8
CSc1ccc(CN2C(=O)NC3(CCCCC3)C2=O)cc1	10	-2	-2.3	0.0	-1.2	3	-1.0	-2	2
CC(C)(C)c1cccc(OCCCSc2ncccn2)c1	5	0	-1.5	2.0	0.3	2	-0.7	-3	10
C[C@H](NC(=O)c1nc[nH]c1C(=O)N[C@@H](Cc1ccccc1)C(=O)OCc1ccccc1)C(=O)OCc1ccccc1	-1	-2	-1.8	0.0	0.1	-9	-0.6	6	19
Cc1ccn2c(=O)nc(SCC(=O)Nc3cc(C)on3)nc2c1	-4	0	-3.7	-2.5	2.3	-4	2.3	7	1
CCOC(=O)C1=C(C)NC(C)=C(C(=O)OC)C1c1cccc([N+](=O)[O-])c1 (configuration not stated)	6	3	0.0	-4.1	3.9	7	0.1	26	14
COc1nc(C)cc(C)c1S(=O)(=O)c1ccccc1C	1	5	-4.4	-3.1	nt	?	0.1	9	-14
O=C1c2ccccc2S(=O)(=O)c2cc(C(=O)N3CCCC3)ccc21	-68	0	6.2	2.6	1.0	3	0.5	4	-1
O=C(O)/C=C/c1ccc2noc(-c3ccccc3)c2c1	5	0	-4.5	-0.5	-0.9	3	-1.2	13	9
CCCc1cc(=O)[nH]c(SCC(=O)N2C(C)CCCC2C)n1 (configuration not stated)	8	-1	0.3	-0.5	-0.3	7	1.3	-4	13
Remaining list, next part.
SMILES	PrPC surface inh	Mtb FBA inh	FadD28 binding	UGM FP inh	Mtb BioA inh	BoNT F protease	BoNT A protease	GDH-TPI inh	CCHFV vOTU inh
CN(CC(=O)O)S(=O)(=O)c1ccc2[nH]c(=O)c(=O)[nH]c2c1	-3	4	-1.7	-3.5	nt	-4	-1.0	10	5
CC(C)S(=O)(=O)N1CCCC(c2cc(C(=O)NCc3ccccc3)no2)C1 (configuration not stated)	4	-3	-0.8	nt	-0.6	-2	-0.6	9	5
C=CCn1c2c(c(=O)[nH]c1=S)CN(C(C)c1ccccc1)CN2 (configuration not stated)	4	1	-0.9	-1.0	3.2	-7	-1.0	5	10
O=C(O)C1=CCCN(CCON=C(c2ccccc2)c2ccccc2)C1	-3	2	0.3	-0.4	0.1	2	0.8	-5	7
O=C(O)C1CC(c2ccc(F)cc2)=NO1 (configuration not stated)	-1	-3	-1.8	2.2	-2.2	8	-0.8	-4	-16
O=C(CCc1ccccc1)Nc1ccc(Cl)cn1	8	1	-2.0	1.1	0.8	-6	0.5	3	10
Cc1cc(-c2ccc(N)c(C)c2)ccc1N	2	0	0.0	nt	-0.3	-6	-0.1	3	-4
N=c1c(C(=O)NCC2CCCO2)cc2c(=O)n3ccccc3nc2n1Cc1cccnc1 (configuration not stated)	-52	+	-2.9	2.9	4.7	9	2.0	16	-249
